# GPR151 ag – activates the human receptor GPR151. AID 1508602. activation, % at 11.2 µM. Q8TDV0. PathHunter beta-arrestin GPR151 cells, luminescence. 650,000 tested, 1% active; in the data active means activation above about 4.9%;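 further: 0% = median of compound wells and 100% = cells with positive control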
# Target sequence (Q8TDV0 whole entry, looked up): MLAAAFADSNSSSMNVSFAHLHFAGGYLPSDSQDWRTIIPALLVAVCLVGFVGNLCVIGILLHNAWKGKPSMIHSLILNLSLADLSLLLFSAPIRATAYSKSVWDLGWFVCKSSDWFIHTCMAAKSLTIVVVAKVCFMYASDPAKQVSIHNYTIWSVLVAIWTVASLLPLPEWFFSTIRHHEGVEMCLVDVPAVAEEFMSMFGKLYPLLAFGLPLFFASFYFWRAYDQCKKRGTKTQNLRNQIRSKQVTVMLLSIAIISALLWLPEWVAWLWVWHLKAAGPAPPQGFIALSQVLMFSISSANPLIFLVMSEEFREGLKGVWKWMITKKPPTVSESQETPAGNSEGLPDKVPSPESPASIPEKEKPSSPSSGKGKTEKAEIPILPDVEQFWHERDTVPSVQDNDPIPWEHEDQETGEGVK
# FBW7 act – human FBW7 E3 ligase activation, primary screen | AlphaScreen FBW7–phospho-cyclin E peptide binding, activator screen | Q969H0 | 650,000 tested, 0.13% active | normalized activity (activation), % at 26.1 µM; in the data active means normalized activity above about 1.9%;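 further: purified mutant Fbw7 with reduced substrate affinity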
# MITF primary – inhibitors of human MITF; O75030; AlphaScreen MITF homodimerization, bead proximity signal; inhibition, % at 2.6 µM; 650,000 tested, 0.91% active; in the data active means inhibition above about 50%;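 further: 0% = vehicle wells with protein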
# Target sequence (O75030 whole entry, looked up): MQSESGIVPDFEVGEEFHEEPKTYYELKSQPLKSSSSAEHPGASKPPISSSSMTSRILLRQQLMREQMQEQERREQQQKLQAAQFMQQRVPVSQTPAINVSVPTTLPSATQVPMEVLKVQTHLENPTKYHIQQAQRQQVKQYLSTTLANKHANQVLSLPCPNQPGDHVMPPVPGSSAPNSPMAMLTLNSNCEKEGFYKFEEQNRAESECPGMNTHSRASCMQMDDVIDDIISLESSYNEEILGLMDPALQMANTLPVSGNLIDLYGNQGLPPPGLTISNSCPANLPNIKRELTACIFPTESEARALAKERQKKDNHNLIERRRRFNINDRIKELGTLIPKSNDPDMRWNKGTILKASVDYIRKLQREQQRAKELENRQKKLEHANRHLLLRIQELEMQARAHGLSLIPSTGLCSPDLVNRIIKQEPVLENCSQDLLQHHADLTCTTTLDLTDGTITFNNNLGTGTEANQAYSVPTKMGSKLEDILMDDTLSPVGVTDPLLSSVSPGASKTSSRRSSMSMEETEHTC
# TEAD-YAP inh – TEAD-YAP interaction inhibition; HEK-TIYL cells, TEAD-Gal4/YAP UAS-luciferase luminescence; inhibition, % at 9.12 µM; 640,000 tested, 1.4% active; AID 1259422; in the data active means inhibition above about 32%;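 further: 0% = median of test compound wells and 100% = reference inhibitor wells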
# An asterisk follows results filed as active; & = joins results of further samples.
# Values run as follows: GPR151 ag, FBW7 act, MITF primary, TEAD-YAP inh
Cc1ccc(-c2nnc(SCC(=O)NC3CCCC3)nc2-c2ccc(C)cc2)cc1
 : 0.0, -0.1, 3.4, -2.1
CC(C)C(=O)Nc1cccc(C(=O)Nc2nnc(COc3ccc(Cl)cc3)s2)c1
 : -1.2, 0.0, 13.6, 8.3
Cn1cc(-c2ccc3cnc(Nc4ccc(-n5cnc(N6CCOCC6)n5)cc4)nc3c2C(F)(F)F)cn1
 : -1.0, 0.5, -0.2, -1.1
O=C(Nc1ccccc1C(F)(F)F)N1CCN(c2ncccn2)CC1
 : -0.1, -0.2, -4.3, 6.5
CCOc1ccc(NC(=O)CC2S/C(=N\N=C\c3ccc(O)c(OC)c3)NC2=O)cc1 (configuration not stated)
 : -0.7, -0.1, 5.1, -11.6
O=C(O)c1cccc(NC(=O)c2ccc(Cl)cc2)c1
 : 0.0, 0.1, 30.1, -33.5
O=C(COc1cccc2ccccc12)Nc1cccc(S(=O)(=O)NC2=NCCC2)c1
 : -1.2, 0.2, 13.0, 5.1
COc1ccccc1NC(=O)C1=C(C)NC(=O)NC1c1cccc(Cl)c1 (configuration not stated)
 : -0.6, 0.3, 4.1, 2.8
Cc1ccccc1C(=O)Nc1ccc(S(=O)(=O)N(C)c2ccccc2)cc1
 : 1.1, 0.0, 1.5, -17.8
O=C(Cc1ccc(NC2=NC3CS(=O)(=O)CC3S2)cc1)NCc1ccccn1 (configuration not stated)
 : 0.3, -0.4, -1.8, 3.0
C=CCc1ccc(OCCCN2CC(C)OC(C)C2)c(OC)c1 (configuration not stated)
 : -0.7, 0.2, 36.4, 1.9
O=C(COc1ccc(Cl)cc1Cl)Nc1ccc2c(c1)OCO2
 : -0.4, -0.1, 6.5, -51.9
COc1ccc(C2=NN(C(=O)CCCC(=O)O)C(c3ccc(Cl)cc3)C2)cc1 (configuration not stated)
 : 1.1, 0.2, 6.3, 1.5
CC(NC(=O)c1ccc(CN(C)Cc2ccn[nH]2)[nH]c1=O)c1cccs1 (configuration not stated)
 : -0.7, 0.1, 14.8, -8.1
CCc1ccccc1N(C)C(=O)c1nn(-c2cc(OC)cc(OC)c2)c(=O)c2ccccc12
 : -0.3, -0.1, 11.1, -2.2
C=CCOC(=O)C1=C(C)OC(N)=C(C#N)C1c1cc2cc(OCC)ccc2[nH]c1=O (configuration not stated)
 : 1.1, 0.0, -9.8, -5.2
CCc1ccc(S(=O)(=O)NC2CCCCNC2=O)cc1 (configuration not stated)
 : 0.8, 0.2, 12.8, -1.7
CCC1(C(=O)OC)NC(c2ccco2)C2C(=O)N(C)C(=O)C21 (configuration not stated)
 : 0.0, 0.0, 22.8, -1.1
CCOCCCNC(=O)c1cn(C)c2ccc(S(=O)(=O)N(C)C)cc2c1=O
 : 0.2, 0.7, 26.1, 1.5
N#Cc1ccc(/C=C\c2nc(O)c([N+](=O)[O-])c(=O)[nH]2)cc1
 : -0.2, 0.8, 9.1, 2.6
CCCn1c(SCC(=O)Nc2ccccc2N2CCCCC2)nnc1-c1cccnc1
 : 0.3, 0.1, 11.6, 7.3
CCOC(=O)CNC(=O)N1CCCC1c1nc(-c2ccccc2)c2ccccn12 (configuration not stated)
 : -0.6, -0.3, -1.6, -0.4
Nc1nnc(-c2ccc(C(=O)O)cc2)s1
 : 7.6*, 0.4, 5.2, -4.9
CC(C)[C@H](NC(=O)c1c(F)cccc1F)C(=O)OCC(=O)Nc1ccc(F)cc1F
 : -1.2, -0.2, 1.7, -2.4
N#Cc1ccc(-c2csc(NC(=O)c3ccc(-c4ccccc4)cc3)n2)cc1
 : -0.3, 0.3, 4.9, 4.4
Cn1cccc1C(CNC(=O)c1ccc(Cl)c(Cl)c1)N1CCOCC1 (configuration not stated)
 : 0.0, -0.1, 3.6, -16.7
COc1ccc(-c2nsc3c(SCC(C)=O)ncnc23)cc1
 : 0.0, 0.2, -5.8, -43.7
COc1cccc(CNC(=O)c2nc3ccc(-c4cn[nH]c4)cc3[nH]2)c1
 : -1.4, 0.0, 1.4, -2.9
O=C1Nc2ccc(Br)cc2C1=Cc1nc2ccccc2c(=O)n1Cc1ccccc1
 : 0.1, 0.3, 12.4, -8.1
COc1ccc(Br)cc1CNC(=O)C1CCN(S(C)(=O)=O)CC1
 : 0.8, -0.1, 13.8, -2.0
CCOC(=O)CC(=O)Nc1nnc(CC(C)C)s1
 : -1.6, 0.0, 6.5, 13.4
COc1ccc(OC)c(CN2CCc3nnc(C(NS(C)(=O)=O)C(C)C)n3CC2)c1 (configuration not stated)
 : 0.3, 0.2, 3.6, 5.4
COc1ccc(S(=O)(=O)NCC(c2ccc(N(C)C)cc2)N2CCCC2)c(OC)c1 (configuration not stated)
 : -0.3, 0.1, 11.4, 8.2
Cc1cc(C(=O)NCC(=O)OCC(=O)N(C(C)C)C(C)C)ccc1[N+](=O)[O-]
 : -0.7, 0.0, 3.9, -2.6
Cc1ccc(C(=O)Nc2ccc(F)c([N+](=O)[O-])c2)c(Cl)c1
 : 0.0, 0.3, 8.4, -7.2
Cc1ccc(OCC(=O)Nc2cccc3c2C(=O)NC3=O)cc1C
 : 1.0, 1.0, 9.9, 4.2
CCCC(=O)N1CCN(c2ccc([N+](=O)[O-])cc2)CC1
 : -0.8, 0.0, 16.5, 8.4
Cc1csc(NC(=O)c2cccc(F)c2F)n1
 : -5.6, 0.1, 10.5, -33.0
Oc1[nH]c2ccccc2c1N=NC(=S)NCCCN1CCOCC1
 : 1.1, -0.5, 6.8, 0.8
CCCCCOc1ccc(NC(=O)c2ccc([N+](=O)[O-])cc2)cc1
 : 1.6, 0.1, 6.0, -4.7
COC(=O)C(C)N1C(=O)S/C(=C/c2ccc(Oc3ccc([N+](=O)[O-])cn3)cc2)C1=O (configuration not stated)
 : 1.5, 0.2, 13.4, 20.1
COc1cccc(NC(=O)CSc2nnc(-c3ccc(NS(C)(=O)=O)cc3)o2)c1
 : 0.6, 0.0, 8.6, -20.2
COc1ccc(OC)c(C2C(C(=O)Nc3ccc(Br)cn3)=C(C)NC3=C2C(=O)CC(C)(C)C3)c1 (configuration not stated)
 : 3.6, 0.1, 2.5, 1.5
COC(=O)C1=CN(C(C)C)C=C(C(=O)OC)C1c1cccc(OCc2ccccc2)c1
 : -0.9, 0.5, -7.5, -3.7
CCCC(c1nnnn1C1CCCC1)N1CCN(c2ccccc2OC)CC1 (configuration not stated)
 : -0.2, 0.1, 13.2, -6.0
N#Cc1ccccc1CSc1nc2ccsc2c(=O)n1Cc1ccc(C(=O)O)cc1
 : -0.9, 0.0, 14.6, -3.5
CCCCOC(=O)C1=C(C)NC(=O)NC1c1ccc(O)cc1 (configuration not stated)
 : 0.6, -0.1, 3.5, -3.8
COc1ccc2nc(SCC(=O)OC(C)(C)C)[nH]c2c1
 : 0.3, -0.2, 1.6, -38.0
CC(=O)N1CCC(N(C(=O)Nc2ccccc2)C2CCCC2)CC1
 : -1.1, 0.0, 1.9, -16.1
CCN(CCO)C(=O)CCCN1C(=O)/C(=C\c2cccs2)SC1=S
 : -0.8, -0.5, -10.7, -35.8
O=C(COC(=O)c1ccccc1Br)c1cccc([N+](=O)[O-])c1
 : -1.1, 0.4, 18.2, -14.9
CC(=O)N1CCN(C(=S)c2ccc(-c3cccc(Cl)c3)o2)CC1
 : 0.3, -0.1, 4.5, -22.1
O=[N+]([O-])c1ccc(C=Nc2ccc3nc(-c4ccncc4)[nH]c3c2)cc1
 : -1.4, 0.1, -7.7, -13.1
CN1C(=O)NC2(CCN(Cc3ccc(Cl)cc3)CC2)C1=O
 : -2.1, 0.0, -27.1, 1.6
CC1Cc2nc(SCC(=O)NC3CCCCC3)n(Cc3ccccc3)c(=O)c2S1 (configuration not stated)
 : 0.8, -0.1, -0.5, 7.8
N#Cc1ccccc1Cn1c(=O)n(CCCC(=O)NCc2ccco2)c(=O)c2sccc21
 : -0.1, 0.2, 0.3, -1.8
COC(=O)c1c(NC(=O)/C=C/c2ccco2)sc(C)c1C
 : -0.2, 0.3, 15.9, 1.9
O=S(=O)(c1cccs1)N1CCCC(C(F)(F)F)C1 (configuration not stated)
 : -0.2, -0.1, -8.3, 2.7
COc1ccc(/C(N)=N/OC(=O)COc2ccccc2Cl)cc1OC
 : -0.5, 0.1, 11.7, -17.4
Cc1c(C(=O)O)cccc1-c1ccc(/C=C(\C#N)C(=O)NCc2ccco2)o1
 : -1.2, -0.2, 24.0, -20.6

# Later entries:
# Values run as follows: GPR151 ag, FBW7 act, MITF primary, TEAD-YAP inh
CCOC(=O)CSCc1nc(-c2ccc(Cl)cc2)oc1C
 : -0.6, -0.3, 4.2, 3.5
OC(c1ccccc1)c1nnc(-c2ccccc2)o1 (configuration not stated)
 : -0.2, 0.6, 9.1, -25.5
CC(=O)Oc1cccc(N2C(=O)C3C4CCC(C4)C3C2=O)c1 (configuration not stated)
 : 1.2, 0.1, -10.0, -8.1
CC(C)C[C@@H]1NC(=O)[C@@H]2C[C@H](NCc3ccc(F)c(F)c3)CN2C1=O
 : 3.3, -0.1, -8.0, -1.1
CC(=O)Nc1ccc(NC(=O)C2CCN(c3ccc(Nc4ccncn4)nn3)CC2)cc1
 : -2.3, 0.0, 25.8, -13.2
CC1=C(c2ccc(C)cc2)S(=O)(=O)NC1=NCc1cccc(F)c1
 : 2.2, 0.0, 3.7, 2.6
O=C(O)c1nc2ccccc2c2ncccc12
 : -0.2, 0.4, 23.4, -13.2
CCC(=O)N(CCCO)Cc1cc2cc(CC)ccc2[nH]c1=O
 : 0.5, 0.0, 10.2, 5.5
O=C(NCC1CCCO1)N1c2ccccc2Sc2ccccc21 (configuration not stated)
 : 0.0, 0.1, 8.1, -2.5
COc1ccccc1NC(=O)CSc1nnc(-c2ccncc2)n1-c1ccccc1C
 : 0.8, 0.0, 1.4, 61.9*
Cc1c(Cl)c(C(F)(F)F)nn1CC(=O)Nc1cc(Cl)ccc1Cl
 : -0.3, 0.0, -6.6, 0.3
CC(C)(C)c1cc2c(c(C(C)(C)C)c1)OC(c1c(O)ccc3ccccc13)N2 (configuration not stated)
 : 1.8, 0.0, 8.6, 31.7
Cc1nn(-c2cccc(Cl)c2)c2c1C(c1cccc([N+](=O)[O-])c1)C(C#N)=C(N)O2 (configuration not stated)
 : 1.2, 0.0, 8.8, 4.7
CC(C)(Oc1ccc(CCNC(=O)c2ccc(Cl)cc2)cc1)C(=O)O
 : -2.8&2.7&-1.4&0.0, 0.0&-0.1&0.4, 0.4&16.1&-0.6&-15.2, -4.1&-0.7
Cc1sc2c(c1C)c(=O)n(-c1ccccc1)c1nnc(SCC(N)=O)n21
 : 0.5, 0.1, 2.4, 6.4
COc1ccc(O)c(C2SCc3cc(C)c(C)cc3CS2)c1
 : 1.4, -0.1, 5.3, -3.6
O=[N+]([O-])c1ccc(O)c(NC(=S)Nc2ccccc2)c1
 : -0.7, 0.0, 6.4, -21.7
COc1cc(Br)c(/C=C2\SC(NC(C)=O)=NC2=O)cc1OC
 : 0.4, 0.0, 19.4, -14.6
COc1ccc(C2CC(c3ccc(OC)c(OC)c3)n3ncnc3N2)cc1 (configuration not stated)
 : 0.6, 1.0, 4.7, 16.2
CCOC(=O)CSc1nc2sc3c(c2c(=O)n1-c1ccccc1)CCC3
 : -1.1, 1.6, 16.0, -0.1
CC/C(=N/NC(=O)c1ccccc1C)c1ccc(O)cc1
 : 0.3, 0.1, 18.4, -36.8
Cc1nc2ccc(NC(=O)N3CCOCC3)cc2s1
 : -0.8, 0.0, -1.2, -4.1
O=C(c1cc2ccc(Br)cc2oc1=O)N1CCSC1c1cccc([N+](=O)[O-])c1 (configuration not stated)
 : 0.4, -0.2, 6.4, 4.6
CCn1c(SCc2nc(-c3ccc(C)cc3)no2)nnc1-c1ccncc1
 : 0.2, -0.1, -1.2, -7.2
O=C(c1ccco1)N1C2CCC1CC(O)(c1ccc(F)cc1)C2 (configuration not stated)
 : 3.4, 0.3, -3.0, -15.4
CC(=O)c1cccc(N=Cc2c(C)[nH]c3ccccc23)c1
 : 0.2, 0.0, -1.0, 0.8
Nc1nc(NCc2cccc(C(F)(F)F)c2)cc(Nc2nccc3ccccc23)n1
 : -1.6, 0.6, -3.9, 11.8
COC(=O)C1=CN(Cc2ccc(OC)cc2)C=C(C(=O)OC)C1c1ccc2c(c1)OCO2
 : -1.0, 0.2, -5.5, -1.2
COc1cccc(C(=O)N2CCN3C(=O)[C@@H](C(C)C)NC(=O)[C@H]3C2)c1
 : -0.1, 0.8, 6.2, 0.5
O=C(CSc1nc2ccccc2c(=O)n1C1CC1)c1ccc(Cl)cc1
 : -0.8, 0.0, 9.8, -1.9

# Entries of single compounds from above. Order of values: GPR151 ag	FBW7 act	MITF primary	TEAD-YAP inh
# CC(C)C[C@@H]1NC(=O)[C@@H]2C[C@H](NCc3ccc(F)c(F)c3)CN2C1=O reads 3.3	-0.1	-8.0	-1.1
# Cc1nc2ccc(NC(=O)N3CCOCC3)cc2s1 reads -0.8	0.0	-1.2	-4.1

# The results go on.
# Values run as follows: GPR151 ag, FBW7 act, MITF primary, TEAD-YAP inh
Cc1cc(N2CCN(C)CC2)nc2ccc(NC(=S)NCCN(C)C)cc12
 : -1.1, 0.2, -23.1, -7.6
Cc1cc(NC(NC(=O)c2ccco2)(C(F)(F)F)C(F)(F)F)no1
 : -0.4, 0.0, 9.1, 9.8
Cc1cc(N2CCOCC2)nc2ccc(NC(=O)CCC(=O)N(C)C3CCCCC3)cc12
 : 1.4, 0.0, 7.3, -17.8
Cc1cc2c(cc1S(=O)(=O)NC(C)c1ccccc1)OCC(=O)N2 (configuration not stated)
 : -0.1, 0.1, 7.4, 0.8
COc1ccc(Cn2c(SCC(N)=O)nc3c(sc4cccc(F)c43)c2=O)cc1
 : -0.9, 0.0, 6.3, -5.0
COc1ccc(OC)c2[nH]c(=O)c(CCNC(=O)CC(C)C)cc12
 : 0.5, -0.1, 11.1, 15.3
CS(=O)(=O)NCCc1csc2nc(-c3ccccc3)nn12
 : 0.1, -0.1, 5.6, 6.7

# Screens from PubChem BioAssay.
